Mdm2-MdmX inh = human Mdm2/MdmX binding inhibition; SaOS-2 split-luciferase Mdm2/MdmX complementation, luminescence; inhibition, % at 8 µM; 330,000 tested, 3% active; AID 485346;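 active = inhibition of at least 50% at 8 µM in the primary screen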
UPR CHOP act = activators of apoptotic arm of unfolded protein response (CHOP). 330,000 tested, 0.34% active. CHO-CHOP luciferase reporter, UPR activation, luminescence; percent of tunicamycin response over DMSO baseline. activation, % at 10 µM;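 active = at 10 µM dose, activation of 40% or more, normalized to positive control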;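 also: 100% = tunicamycin at 10 µg/mL and 0% = DMSO alone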
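System: CHO-CHOP luciferase reporter cell line | Buffer or medium: F12 medium containing 10% fetal bovine serum | Doses: One dose, 10 µM in 0.5% DMSO | Times: 6 h compound exposure at 37 °C after overnight seeding | Signal: Luciferase luminescence | Read-out: % activation vs tunicamycin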
XBP1 UPR activ = activators of adaptive arm of unfolded protein response (XBP1) | CHO-XBP1 luciferase reporter, IRE1-XBP1 UPR activation, luminescence; percent of tunicamycin response, DMSO as zero | activation, % at 20 µM | 330,000 tested, 0.33% active | AID 463104;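 active = versus positive control, 20 µM dose yields 30% or more activation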;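 also: 100% = tunicamycin at 10 µg/mL and 0% = DMSO only wells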
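Material: CHO cell line with stable XBP1 luciferase reporter; buffer or medium: F12 medium containing 10% fetal bovine serum; compound: single point, 20 µM final compound, 1% DMSO; incubation: 6 h treatment, 37 °C; measured by: glow luminescence from Steady-Glo reagent; evaluation: activation, % of tunicamycin; control set: tunicamycin high, DMSO low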
tim23-1 inh = growth inhibitors of tim23-1 mutant yeast; S. cerevisiae tim23-1 growth, BacTiter-Glo luminescence, 24 h; inhibition, % at 20 µM; 330,000 tested, 1.3% active; AID 463212;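 active = growth inhibition of the mutant yeast at or above 50%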;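 also: temperature-sensitive mutant grown at 25 °C; plate controls were DMSO-treated mutant yeast for no effect and medium wells lacking yeast for full effect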
Jurkat NFkB inh = inhibitors of the PMA/ionomycin-induced NF-kB reporter in Jurkat cells; PMA/ionomycin-induced NF-kB luciferase reporter, luminescence; inhibition, % at 4 µM; 330,000 tested, 0.53% active; AID 435003; in the data active = inhibition above about 50%
APJ ag = agonists of human APJ apelin receptor; P35414; CHO-K1 APJ PathHunter beta-arrestin, luminescence; 0% DMSO wells, 100% apelin; activation, % at 20 µM; 330,000 tested, 0.11% active;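 active = activation more than six SD over the plate average, tested at 20 µM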;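 also: 0% = DMSO alone and 100% = apelin-13 at 10 nM; some results filed as inactive read as strong as hits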
Target sequence (P35414 whole entry, looked up): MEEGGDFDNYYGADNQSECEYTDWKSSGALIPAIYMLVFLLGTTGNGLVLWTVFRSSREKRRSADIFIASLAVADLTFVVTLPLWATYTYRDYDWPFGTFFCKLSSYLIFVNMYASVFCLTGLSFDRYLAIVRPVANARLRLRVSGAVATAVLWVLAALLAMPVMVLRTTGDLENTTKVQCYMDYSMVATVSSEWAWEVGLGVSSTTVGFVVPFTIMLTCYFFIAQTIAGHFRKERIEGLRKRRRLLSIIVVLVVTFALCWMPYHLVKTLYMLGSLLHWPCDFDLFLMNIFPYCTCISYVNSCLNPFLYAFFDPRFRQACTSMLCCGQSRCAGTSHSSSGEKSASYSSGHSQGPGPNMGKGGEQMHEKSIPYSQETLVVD
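Incubation: overnight seeding, 90 min compound at 25 °C, 1 h detection; test system: PathHunter CHO-K1 APJ (AGTRL-1) beta-arrestin reporter cells; amount: 1000 cells/well; doses: one dose, 20 µM compound, 1% DMSO; measured by: beta-gal luminescence; measure: agonist-driven arrestin binding to APJ; benchmarks: negative DMSO alone, positive Apelin-13 at 10 nM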
697 NFkB inh = inhibitors of the PMA/ionomycin-induced NF-kB reporter in 697 B cells. 697 B-cell NF-kB luciferase reporter, 16 h. inhibition, % at 4 µM. 330,000 tested, 0.33% active; in the data active = inhibition above about 35%
APJ antagonist = blocks the human apelin receptor APJ. CHO-K1 APJ beta-arrestin complementation, luminescence. inhibition, % at 20 µM. 330,000 tested, 0.32% active. AID 2521;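 active = inhibition above about 40% at 20 µM, limit read from the data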;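 also: cells challenged with 10 nM apelin-13 agonist together with compound; plate controls were apelin-13 plus DMSO wells for no effect and DMSO wells lacking apelin-13 for full effect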
Active calls of the source: *; nt = no result given.

molecule | Mdm2-MdmX inh | UPR CHOP act | XBP1 UPR activ | tim23-1 inh | Jurkat NFkB inh | APJ ag | 697 NFkB inh | APJ antagonist
COC(=O)COc1ccc2c(c1C)O/C(=C\c1ccco1)C2=O | 14 | 0.8 | -3 | 27 | -4 | -2 | -2 | 4
CCN(Cc1cc2ccccc2[nH]c1=O)S(=O)(=O)c1ccccc1 | 29 | -0.4 | -3 | 18 | 11 | -1 | -4 | -11
CC[C@]12c3[nH]c4cc(-c5ccco5)ccc4c3CCN1C(=O)[C@@H](CC(=O)NCc1ccco1)C[C@@H]2C(=O)N1CCN(C(=O)C2CC2)CC1 | 13 | 2.1 | 3 | 21 | nt | nt | 4 | nt
COc1ccc(CC(=O)Nc2nc(-c3cccc([N+](=O)[O-])c3)cs2)cc1 | 16 | -0.4 | -2 | 5 | -11 | 0 | -1 | 5
O=C(C1CCCN(S(=O)(=O)c2ccccc2)C1)N1CCCCCC1 (configuration not stated) | -1 | 2.9 | -1 | 17 | -8 | -1 | -7 | -4
O=C(NCCc1ccccc1)c1n[nH]c2ccccc12 | -122 | 8.5 | 4 | -7 | -75 | -3 | -101 | 14
Nc1ncnc2c1ncn2[C@@H]1O[C@H](CNCc2ccc(-c3cc(C(F)(F)F)ccc3Cl)o2)[C@@H](O)[C@H]1O | -9 | 0.6 | 3 | 27 | nt | nt | 0 | nt
CCN(CC(=O)Nc1ccccc1OC)CC(=O)Nc1c(Cl)ccc(C)c1Cl | 19 | 1.1 | 0 | 10 | 9 | -4 | 22 | 9
Cc1ccc(S(=O)(=O)n2nc(OC(=O)c3ccccc3C)cc2N)cc1 | 24 | 1.4 | -7 | 30 | -13 | -1 | 1 | 2
CSc1ccccc1NC(=O)N1CCC(CO)(CC2CCCCO2)CC1 (configuration not stated) | -4 | -1.6 | -2 | 18 | 7 | 0 | 1 | 0
COc1cc(C(=O)Nc2ccc(NC(=O)C3CCCCC3)nc2)cc(OC)c1OC | -11 | 1.5 | 0 | 8 | -7 | 0 | 0 | -5
O=C(COC(=O)c1ccc(Br)o1)NC1CCCCC1 | -10 | 0.5 | 1 | 8 | 13 | 2 | -14 | -2
CCCCN(C)CCC(=O)Nc1ccc(Cl)cc1 | 23 | -1.3 | 0 | 1 | -2 | -3 | -17 | 13
O=C(NC1(C(F)(F)F)NC(=O)N(C2CCCCC2)C1=O)c1ccco1 (configuration not stated) | 2 | -0.1 | -3 | 14 | 5 | -1 | -11 | -9
O=C(/C=C/c1ccco1)N(Cc1ccc(F)cc1)C1CCS(=O)(=O)C1 (configuration not stated) | 27 | 0.9 | 1 | 9 | 1 | 3 | -1 | 8
COc1ccc(CCNC(=O)COC(=O)CCC(=O)c2cccs2)cc1OC | 21 | -0.9 | -1 | 15 | 0 | -1 | -8 | 3
O=C(NCCN1CCOCC1)c1ccc(CSc2nc3ccncc3n2Cc2ccc(F)cc2)cc1 | -2 | 0.2 | 2 | -1 | -1 | -3 | 7 | 8
CN(CC(=O)Nc1cccc(F)c1)C(=O)c1cn2ccccc2n1 | 6 | 2.1 | -2 | 8 | 7 | -4 | 15 | 9
CCCCN=C1C([N+](=O)[O-])=CC=C2C1=NC1(CCCCC1)N2O | 1 | 0.0 | 1 | 14 | 13 | -2 | 15 | -12
CCOc1ccccc1CN1C(=O)c2ccccc2C1C(=O)NCC1CCCO1 (configuration not stated) | 18 | -2.0 | 3 | 9 | -11 | 1 | -5 | 10
COCCOC(=O)C1=C(C)NC(=O)N(C(C)=O)C1c1ccc(Cl)cc1 (configuration not stated) | 12 | -1.3 | -2 | 24 | 17 | -2 | 1 | 10
Cc1c([N+](=O)[O-])c([N+](=O)[O-])nn1CC(=O)NCc1cccnc1 | -25 | -0.5 | 0 | -13 | 4 | 1 | 8 | -37
COc1ccccc1C(=O)Nc1nc(-c2ccc(S(=O)(=O)N3CCOCC3)cc2)cs1 | 77* | -6.0 | -4 | 41 | 76* | 45* | 41* | -32
CCOC(=O)C1=C(c2ccccc2)N=C2SCC(=O)N2C1c1ccc(OC)c(OC)c1 (configuration not stated) | 4 | -4.4 | -6 | 29 | -16 | -2 | -1 | -17
O=C(Nc1cccc2c1C(=O)NC2=O)c1ccccc1[N+](=O)[O-] | 6 | -1.0 | 0 | 20 | 5 | -4 | -3 | -16
CN(CC(=O)Nc1ccc(Cl)c(C(F)(F)F)c1)C(=O)C1CCCO1 (configuration not stated) | -8 | -0.9 | -1 | 4 | 21 | -1 | 5 | -3
CSc1ccc(Cl)c(C(=O)Nc2ccc(Cl)cn2)c1 | 37 | -1.1 | 2 | -8 | 29 | -4 | 1 | 7
CCN1CCN(S(=O)(=O)c2ccc3c(c2)OCCO3)CC1 | -7 | 0.9 | 1 | 8 | -2 | -2 | 2 | -4
CCNC(=S)NN(c1ccccc1)c1ccccc1 | 9 | -0.4 | -2 | -8 | -4 | -6 | 25 | 7
Cc1nc2ccccc2nc1N/N=C/c1ccc(O)cc1 | -36 | 2.6 | 6 | 9 | -49 | -5 | -41 | 12

Part of the list above, reduced to APJ ag and XBP1 UPR activ:
| Structure | APJ ag | XBP1 UPR activ |
| --- | --- | --- |
| CSc1ccccc1NC(=O)N1CCC(CO)(CC2CCCCO2)CC1 (configuration not stated) | 0 | -2 |
| COc1cc(C(=O)Nc2ccc(NC(=O)C3CCCCC3)nc2)cc(OC)c1OC | 0 | 0 |

(next part)
molecule | Mdm2-MdmX inh | UPR CHOP act | XBP1 UPR activ | tim23-1 inh | Jurkat NFkB inh | APJ ag | 697 NFkB inh | APJ antagonist
Cc1c(C)c2ccc(OCC(=O)NCCCn3ccnc3)cc2oc1=O | -5 | 3.0 | -5 | 5 | 20 | 1 | 20 | 9
CCn1ncc([N+](=O)[O-])c1C(=O)NC1CCCCC1 | 13 | -2.6 | -1 | 2 | -4 | 0 | -8 | 11
O=C(NC1CCN(S(=O)(=O)c2ccc(F)cc2)CC1)c1cccnc1 | 21 | -1.7 | -6 | 10 | -1 | -3 | 16 | 6
CCc1nc2cccnc2n1-c1ccc(C(=O)O)cc1 | 10 | 0.1 | 2 | -4 | 1 | 0 | 16 | 1
CCOC(=O)C(C)n1cnc2c(nnn2-c2ccc(F)cc2)c1=O (configuration not stated) | 10 | 0.9 | 2 | -3 | -14 | -6 | 12 | -9
Nc1nnc(SCC(=O)NC2CCCC2)s1 | 18 | 0.7 | -3 | -12 | 3 | 2 | 7 | 18
CC(C)N1CCN(c2ccc(OC[C@H]3CO[C@](Cn4cncn4)(c4ccc(Cl)cc4Cl)O3)cc2)CC1 | 29 | 0.8 | -3 | -161 | 0 | 7 | -37 | 3
CCCCNC(=O)C1CC(c2cccc(F)c2)=NO1 (configuration not stated) | -71 | 4.0 | 3 | 0 | -82 | 4 | -86 | -5
O=C1CCCCCN1C(=O)c1cccc(C(=O)N2CCCCCC2=O)c1 | 13 | -0.2 | -3 | 13 | 3 | -1 | 5 | 1
CCCCSc1nc(C)cc(SCC(=O)N/N=C/c2cccc(OC)c2O)n1 | 72* | -1.6 | 3 | 26 | 10 | 0 | -30 | -8
Cc1ccc(/C=C/c2nnc(-c3ccc(C)cc3)o2)cc1 | -79 | 5.0 | -3 | 18 | -73 | 2 | -123 | -9
O=C(NCCN1CCOCC1)c1ccccc1-c1ccccc1 | 4 | 2.9 | -1 | 6 | 12 | -3 | 5 | 4
CN(CC(=O)NCc1ccncc1)S(=O)(=O)c1ccccc1 | 9 | -0.6 | -3 | 4 | -10 | -3 | -22 | -14
c1ccc2nc(-c3ccc(N4CCOCC4)cc3)ccc2c1 | 25 | -9.4 | -7 | 11 | -67 | -1 | -348 | -17
COc1ccccc1-c1ccc(C(=O)O)o1 | 3 | -2.0 | -1 | 12 | -14 | -3 | -21 | -5
CCN(CC)c1ccc(C2Nc3cccc4cccc(c34)N2)cc1 | -30 | 4.6 | -3 | 21 | -13 | 5 | -71 | -22
COc1ccc2c(c1)CC/C(=C/c1ccco1)C2=O | -223 | 2.1 | 1 | 34 | -55 | 0 | -107 | -11
O=C(N/N=C/c1ccc2c(c1)OCO2)/C(=C/c1ccc2c(c1)OCO2)NC(=O)c1ccccc1 | 27 | 0.4 | -1 | -6 | -6 | 0 | 15 | 4
Cc1ccc(NC2Sc3ccccc3NC2=O)cc1Cl (configuration not stated) | 27 | 1.4 | 1 | 8 | 3 | 1 | 4 | 21
CCCCSC1(SCCCC)N=C(N)C2(C#N)C(c3ccccc3)NC(C)=C(C)C12C#N (configuration not stated) | 21 | -1.8 | 1 | -5 | 0 | -1 | -6 | -11
CCN1CCN(c2nc(Nc3cccc(C)c3)nc(N)c2[N+](=O)[O-])CC1 | -15 | 2.0 | 1 | 12 | 9 | 0 | -32 | -11
COc1ccc(Cl)cc1N(CC(=O)Nc1ccccc1C(=O)NCc1ccco1)S(C)(=O)=O | 5 | -0.1 | -2 | 26 | -13 | 0 | 4 | -3
Fc1ccc(-c2nc3n(n2)Cc2ccccc2-3)cc1 | -102 | -1.7 | -5 | 16 | -148 | -8 | -249 | 17
CC(C)(C)NC(=O)NC(=O)COC(=O)C1CCN(S(=O)(=O)c2cccs2)CC1 | -22 | -0.9 | 2 | 17 | 0 | -1 | 12 | -16
CC1C(C#N)=C(N)OC2=C1C(=O)CC(C)(C)C2 (configuration not stated) | 0 | -3.6 | -2 | -3 | -15 | 2 | -24 | -5
CCCCCc1c(C)c(C#N)c2nc3ccccc3n2c1-n1ccnc1C | 1 | -1.0 | 0 | 18 | 1 | -3 | -28 | 0
CCCOc1ccc2cc(C(=O)NCc3ccccc3)c(=O)oc2c1 | -19 | 4.0 | 6 | 18 | -15 | 5 | 2 | 6
CC(=O)c1ccc(NC(=O)c2cc3nc4c(c(C(F)(F)F)n3n2)CCCC4)cc1 | -32 | 1.4 | 4 | -14 | -34 | -2 | 9 | 0
COCCN(CCOC)S(=O)(=O)c1ccc(C(=O)Nc2nnc(CSC)o2)cc1 | -26 | 0.1 | 1 | 0 | 6 | -2 | 21 | 8
Cc1occc1C(=O)N/N=C/c1cnn(C)c1C | -16 | 2.3 | -1 | -4 | -37 | -2 | -1 | 9
Cc1nn(C)cc1CN(C)C(=O)c1cc2nc(-c3ccco3)cc(C(F)(F)F)n2n1 | 7 | -0.9 | -3 | 31 | -3 | 0 | -1 | -6
Cc1ccc(NC(=O)C(=O)NC(C)C2COc3ccccc3O2)cc1 (configuration not stated) | 33 | 2.8 | -1 | 3 | -29 | -4 | 3 | 18
Cc1cc(C)n2nc(SCC(=O)Nc3ccccc3C)nc2n1 | 20 | 2.2 | 3 | 8 | 12 | -2 | -6 | 10
CCOC(=O)c1c(NC(=O)C2CCCCC2)sc2c1CCN(CC)C2 | -10 | -1.5 | 2 | 4 | -1 | -5 | -23 | 5
CCS(=O)(=O)n1nc(-c2ccccc2)nc1NCc1ccco1 | -2 | 0.1 | 4 | 4 | -2 | -4 | 7 | 6

Jurkat NFkB inh: what is marked active above.
molecule | Mdm2-MdmX inh | XBP1 UPR activ | Jurkat NFkB inh | 697 NFkB inh | APJ antagonist
COc1ccccc1C(=O)Nc1nc(-c2ccc(S(=O)(=O)N3CCOCC3)cc2)cs1 | 77* | -4 | 76* | 41* | -32

Screening data as filed in PubChem.

Compounds as they come (roughly 5% active in at least one column).
